TcdB inh – TcdB glycohydrolase inhibitors, primary screen, biochemical, single point, plate reader; Toxin B (Clostridioides difficile), P18177; 350,000 compounds, 0.24% hits; inhibition, % at 9.99 µM; AID 652162, 2013; TcdB glycohydrolase enzymatic assay; in the data active = inhibition above about 10%
Target sequence (P18177 whole entry, looked up): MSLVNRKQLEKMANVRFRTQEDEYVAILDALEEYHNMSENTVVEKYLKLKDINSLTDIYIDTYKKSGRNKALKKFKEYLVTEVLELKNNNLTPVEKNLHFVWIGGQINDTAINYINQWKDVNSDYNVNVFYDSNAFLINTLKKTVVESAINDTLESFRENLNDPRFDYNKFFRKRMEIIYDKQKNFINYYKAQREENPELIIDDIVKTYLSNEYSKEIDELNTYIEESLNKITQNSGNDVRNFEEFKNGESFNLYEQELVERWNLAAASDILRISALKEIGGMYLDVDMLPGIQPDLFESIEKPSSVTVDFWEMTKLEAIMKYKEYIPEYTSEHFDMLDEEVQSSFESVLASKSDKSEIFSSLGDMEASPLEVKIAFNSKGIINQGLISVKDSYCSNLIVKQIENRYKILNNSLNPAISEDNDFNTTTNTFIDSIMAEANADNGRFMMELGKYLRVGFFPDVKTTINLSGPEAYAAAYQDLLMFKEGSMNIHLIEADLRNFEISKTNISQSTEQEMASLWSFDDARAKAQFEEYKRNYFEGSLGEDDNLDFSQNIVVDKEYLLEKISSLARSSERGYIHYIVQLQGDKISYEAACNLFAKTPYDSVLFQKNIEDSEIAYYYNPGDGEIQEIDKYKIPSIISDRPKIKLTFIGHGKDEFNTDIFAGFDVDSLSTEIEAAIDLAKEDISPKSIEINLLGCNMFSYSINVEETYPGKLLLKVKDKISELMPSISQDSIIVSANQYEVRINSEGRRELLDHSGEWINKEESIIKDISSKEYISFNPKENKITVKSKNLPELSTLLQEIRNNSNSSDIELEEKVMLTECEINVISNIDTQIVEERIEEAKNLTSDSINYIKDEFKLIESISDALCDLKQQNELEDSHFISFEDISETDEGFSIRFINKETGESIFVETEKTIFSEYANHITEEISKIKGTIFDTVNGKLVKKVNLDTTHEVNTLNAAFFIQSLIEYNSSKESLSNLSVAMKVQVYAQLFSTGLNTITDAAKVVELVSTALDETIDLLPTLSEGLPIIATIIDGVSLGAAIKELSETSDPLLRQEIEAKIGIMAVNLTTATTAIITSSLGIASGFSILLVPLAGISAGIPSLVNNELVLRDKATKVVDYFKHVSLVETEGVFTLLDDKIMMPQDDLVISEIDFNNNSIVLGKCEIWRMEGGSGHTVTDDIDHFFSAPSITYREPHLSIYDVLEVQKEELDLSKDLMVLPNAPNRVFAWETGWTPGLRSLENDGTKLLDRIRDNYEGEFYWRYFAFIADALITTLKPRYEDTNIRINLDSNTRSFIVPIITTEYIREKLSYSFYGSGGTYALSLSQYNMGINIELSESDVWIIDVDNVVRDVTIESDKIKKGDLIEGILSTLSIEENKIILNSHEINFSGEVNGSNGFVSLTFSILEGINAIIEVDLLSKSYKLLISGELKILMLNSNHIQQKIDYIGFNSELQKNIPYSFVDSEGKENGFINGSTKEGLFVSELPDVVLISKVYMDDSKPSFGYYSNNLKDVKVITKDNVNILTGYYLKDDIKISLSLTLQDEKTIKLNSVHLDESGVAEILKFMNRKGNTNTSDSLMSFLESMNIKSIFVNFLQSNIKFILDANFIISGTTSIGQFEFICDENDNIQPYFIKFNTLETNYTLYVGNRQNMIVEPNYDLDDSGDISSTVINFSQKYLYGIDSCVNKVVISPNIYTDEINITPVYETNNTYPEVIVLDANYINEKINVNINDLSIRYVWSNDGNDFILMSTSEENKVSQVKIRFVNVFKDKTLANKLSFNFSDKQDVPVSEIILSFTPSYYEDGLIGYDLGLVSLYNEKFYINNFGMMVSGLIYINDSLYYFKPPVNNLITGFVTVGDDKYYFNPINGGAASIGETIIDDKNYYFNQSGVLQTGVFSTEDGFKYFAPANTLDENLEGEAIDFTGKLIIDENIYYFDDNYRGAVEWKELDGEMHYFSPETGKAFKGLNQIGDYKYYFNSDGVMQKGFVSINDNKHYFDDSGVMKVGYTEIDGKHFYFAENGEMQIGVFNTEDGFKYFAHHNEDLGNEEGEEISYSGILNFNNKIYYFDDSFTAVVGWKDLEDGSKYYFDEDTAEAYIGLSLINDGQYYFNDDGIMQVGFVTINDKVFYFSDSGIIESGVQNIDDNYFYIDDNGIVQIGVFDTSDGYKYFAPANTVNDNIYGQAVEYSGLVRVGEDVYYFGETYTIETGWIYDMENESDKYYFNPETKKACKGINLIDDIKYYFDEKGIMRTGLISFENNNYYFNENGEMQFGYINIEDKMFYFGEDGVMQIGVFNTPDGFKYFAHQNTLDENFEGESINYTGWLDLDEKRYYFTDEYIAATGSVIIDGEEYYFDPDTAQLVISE
* hit, by the source's call.

COc1ccccc1NC(=O)N[C@@H]1CC[C@@H](CC(=O)NCc2ccc(Cl)c(Cl)c2)O[C@@H]1CO
  TcdB inh = 0.2
C[C@H](CO)N1C[C@H](C)[C@H](CN(C)C(=O)Nc2cccc3ccccc23)Oc2ccc(NC(=O)CCCCCC(=O)Nc3ccccc3N)cc2CC1=O
  TcdB inh = -0.9
COc1ccc(S(=O)(=O)Nc2ccc3c(c2)C(=O)N([C@@H](C)CO)C[C@@H](C)[C@H](CN(C)C(=O)C2CCCCC2)OCCCC[C@@H](C)O3)cc1
  TcdB inh = 1.1
C[C@H](CO)N1C[C@H](C)[C@@H](CN(C)S(=O)(=O)c2ccccc2)Oc2c(NC(=O)c3ccc(-c4nccs4)cc3)cccc2C1=O
  TcdB inh = 1.2
Cc1cc(C(=O)Nc2cccc3c2O[C@@H](CN(C)Cc2ccc(C(F)(F)F)cc2)[C@H](C)CN([C@H](C)CO)C3=O)n(C)n1
  TcdB inh = 1.9
O=C(C1CCOCC1)N1C[C@H]2[C@@H](c3ccccc31)[C@H](CO)N2Cc1ccc(Cl)cc1
  TcdB inh = -0.2
C[C@@H]1CCCCO[C@@H](CN(C)S(=O)(=O)c2ccc(F)cc2)[C@@H](C)CN([C@@H](C)CO)C(=O)c2cc(NC(=O)CCCN(C)C)ccc2O1
  TcdB inh = 0.5
C[C@@H]1CN([C@@H](C)CO)S(=O)(=O)c2ccc(C#CC(C)(C)O)cc2O[C@H]1CN(C)CC1CC1
  TcdB inh = -1.0
CCS(=O)(=O)N1[C@H](CO)[C@H](c2ccc(C#Cc3ccccc3F)cc2)[C@@H]1C#N
  TcdB inh = 0.1
CN(C)C(=O)[C@@H]1[C@@H](CO)[C@@H]2Cn3c(ccc(-c4ccccc4F)c3=O)[C@H]1N2C
  TcdB inh = 0.4
Cc1noc(C)c1NC(=O)Nc1cccc2c1O[C@H](CN(C)Cc1ccccc1)[C@@H](C)CN([C@@H](C)CO)C2=O
  TcdB inh = -0.7
COc1ccc(NC(=O)Nc2ccc3c(c2)C(=O)N([C@@H](C)CO)C[C@H](C)[C@H](CN(C)C)OCCCC[C@H](C)O3)cc1
  TcdB inh = -0.5
COCC(=O)Nc1ccc2c(c1)C(=O)N(C)C[C@@H](OC)[C@@H](C)CN(C(C)=O)[C@@H](C)CO2
  TcdB inh = 0.3
CCCNC(=O)C[C@@H]1CC[C@@H]2[C@H](COc3ccc(NC(=O)c4cccc(Cl)c4)cc3C(=O)N2C)O1
  TcdB inh = 0.9
C[C@@H]1CN([C@@H](C)CO)C(=O)c2cccc(NS(=O)(=O)c3ccccc3)c2O[C@@H]1CN(C)C
  TcdB inh = -0.4

COc1ccc(S(=O)(=O)N(C)C[C@@H]2Oc3c(NS(=O)(=O)c4cccs4)cccc3C(=O)N([C@@H](C)CO)C[C@@H]2C)cc1
  TcdB inh = 0.0
CNC[C@@H]1Oc2ccc(NS(=O)(=O)c3ccc(C)cc3)cc2C(=O)N([C@@H](C)CO)C[C@H]1C
  TcdB inh = -1.1
O=S(=O)(NCC[C@H]1CC[C@H](NS(=O)(=O)c2ccccc2Cl)[C@@H](CO)O1)c1ccc(F)cc1
  TcdB inh = -2.9
C[C@H]1CN([C@@H](C)CO)S(=O)(=O)c2ccc(C#CC(C)(C)O)cc2O[C@H]1CN(C)CC1CC1
  TcdB inh = -0.8
CN(C)C(=O)c1cccc(-c2ccc([C@H]3[C@@H](CO)N4C(=O)CN(C(=O)Cc5ccccc5)C[C@@H]34)cc2)c1
  TcdB inh = -1.3
CCCNC(=O)N1CC2(CN(C(=O)c3cccc(F)c3)C2)c2c([nH]c3cc(OC)ccc23)[C@H]1CO
  TcdB inh = 2.1
O=C(Nc1ccc2c(c1)[C@@H]1C[C@H](CC(=O)N3CCc4ccccc4C3)O[C@@H](CO)[C@@H]1O2)c1ccc2c(c1)OCO2
  TcdB inh = 0.5
Cc1ccc(S(=O)(=O)N[C@@H]2C=C[C@@H](CC(=O)N3CCN(c4ccccc4)CC3)O[C@H]2CO)cc1
  TcdB inh = -0.1
O=C(N[C@@H]1CC[C@H](CC(=O)N2CCc3ccccc3C2)O[C@@H]1CO)C1CCOCC1
  TcdB inh = -0.7
CO[C@@H]1CN(C)C(=O)c2cc(NS(C)(=O)=O)ccc2OC[C@H](C)N(C(=O)C2CCCC2)C[C@H]1C
  TcdB inh = -0.1
O=C(C[C@@H]1C[C@H]2c3cc(NC(=O)NC4CCCC4)ccc3O[C@H]2[C@@H](CO)O1)NCCN1CCCCC1
  TcdB inh = 0.0
C[C@@H]1CN([C@@H](C)CO)C(=O)c2cc(N(C)C)ccc2O[C@@H](C)CCCCO[C@H]1CN(C)Cc1ccccc1
  TcdB inh = -21
COc1ccc(C#Cc2ccc3c(c2)O[C@@H](CN(C)C(=O)Nc2cccc(OC)c2)[C@H](C)CN([C@H](C)CO)S3(=O)=O)cc1
  TcdB inh = -1.8
COCC(=O)N1C[C@@H](C)[C@H](OC)CN(C)C(=O)c2ccc(NC(=O)NC(C)C)cc2OC[C@@H]1C
  TcdB inh = 0.8
C[C@H](NC(=O)C[C@@H]1C[C@@H]2c3cc(NS(=O)(=O)c4ccc(F)cc4)ccc3O[C@@H]2[C@@H](CO)O1)c1ccccc1
  TcdB inh = -5.2

COc1ccc(-c2cnc3c(c2)C(=O)N([C@@H](C)CO)C[C@H](C)[C@H](CN(C)C)O3)cc1
  TcdB inh = -7.5
Cc1noc(C)c1S(=O)(=O)Nc1ccc2c(c1)CC(=O)N([C@@H](C)CO)C[C@H](C)[C@@H](CN(C)C(=O)Nc1ccc(C(F)(F)F)cc1)O2
  TcdB inh = 0.7
COCC#Cc1ccc([C@@H]2[C@H]3CN(Cc4ccccc4F)CCCCN3[C@H]2CO)cc1
  TcdB inh = 2.0
Cc1noc(C)c1NC(=O)N(C)C[C@H]1OCCCC[C@H](C)Oc2ccc(NS(=O)(=O)c3ccc(Cl)cc3)cc2C(=O)N([C@@H](C)CO)C[C@H]1C
  TcdB inh = -17
O=C(Nc1ccccc1)N1CCCCN2[C@H](C1)[C@@H](c1ccc(Br)cc1)[C@@H]2CO
  TcdB inh = -0.3
C[C@H]1CN([C@@H](C)CO)C(=O)c2cccc(NC(=O)Nc3ccc(C(F)(F)F)cc3)c2O[C@H]1CN(C)CC1CC1
  TcdB inh = 1.1
O=C(CN1CCOCC1)N1CC2(C1)[C@H](c1ccccc1)[C@@H](CO)N2Cc1ccc(F)cc1
  TcdB inh = -2.0
COc1ccc2c3c(n(C)c2c1)[C@@H](CO)N(C(=O)Nc1cccc(F)c1)CC31CN(Cc2nccs2)C1
  TcdB inh = -1.0
CCCNC(=O)N1[C@@H]2Cn3c(cccc3=O)[C@H]1[C@@H](C(=O)NCC(F)(F)F)[C@@H]2CO
  TcdB inh = 0.0
CO[C@H](C(=O)N(C)C[C@H]1OCc2ccccc2-c2c(n(C)c3ccccc23)C(=O)N([C@H](C)CO)C[C@H]1C)c1ccccc1
  TcdB inh = -0.6
C[C@H](CO)N1C[C@H](C)[C@@H](CN(C)CC2CC2)Oc2ccc(NS(C)(=O)=O)cc2CC1=O
  TcdB inh = 1.1
O=C(NCc1ccccc1)[C@H]1[C@H](CO)[C@H]2Cn3c(cccc3=O)[C@H]2N1Cc1ccccc1F
  TcdB inh = 0.1
CCC(=O)N[C@H]1C=C[C@@H](CC(=O)NCc2ccccc2OC)O[C@@H]1CO
  TcdB inh = -0.2
Cc1ccccc1-c1cnc2c(c1)C(=O)N([C@H](C)CO)C[C@H](C)[C@@H](CN(C)C(=O)c1ccc(F)cc1)O2
  TcdB inh = 1.7
O=C(c1ccccc1F)N1CC(=O)N2[C@H](C1)[C@H](c1ccc(C#Cc3ccccc3)cc1)[C@@H]2CO
  TcdB inh = 0.2

CCC(=O)Nc1ccc2c(c1)C(=O)N(C)C[C@@H](OC)[C@H](C)CN(Cc1ccccc1C(=O)O)[C@H](C)CO2
  TcdB inh = -0.1
CC(C)CC#Cc1ccc([C@H]2[C@H]3CN(C(=O)c4ccc5c(c4)OCO5)CCCCN3[C@H]2CO)cc1
  TcdB inh = 1.3
O=C(Cc1ccccn1)NCC[C@H]1CC[C@@H](NC(=O)CN2CCOCC2)[C@@H](CO)O1
  TcdB inh = -0.7
C[C@@H]1CCCCO[C@@H](CN(C)S(=O)(=O)c2cccs2)[C@@H](C)CN([C@@H](C)CO)C(=O)c2cc(N(C)C)ccc2O1
  TcdB inh = -21
COc1ccc(NC(=O)N(C)C[C@@H]2Oc3ccc(NC(=O)Nc4ccccc4)cc3C(=O)N([C@H](C)CO)C[C@H]2C)cc1
  TcdB inh = -0.5
COc1ccccc1-c1cnc2c(c1)C(=O)N([C@@H](C)CO)C[C@H](C)[C@@H](CN(C)Cc1ccccc1)O2
  TcdB inh = -1.1
C[C@H]1CN([C@@H](C)CO)C(=O)Cc2cc(NC(=O)C3CC3)ccc2O[C@H]1CN(C)C(=O)Nc1ccccc1
  TcdB inh = 1.1
C[C@@H]1CN([C@H](C)CO)S(=O)(=O)c2ccc(C#CCC3CCCC3)cc2O[C@H]1CN(C)C(=O)c1cnccn1
  TcdB inh = 1.9
O=C(Nc1ccc(F)cc1)N1[C@H](CO)[C@@H]2c3ccccc3NC[C@@H]21
  TcdB inh = -0.7
C/C=C/c1ccccc1[C@@H]1[C@H](C#N)N(S(=O)(=O)c2cccc(F)c2)[C@H]1CO
  TcdB inh = 0.8
O=C(O)[C@H]1[C@H](CO)[C@H]2Cn3c(ccc(-c4ccccc4)c3=O)[C@H]2N1Cc1ccccc1F
  TcdB inh = 0.2
COCC(=O)N1CC2(C1)CN(Cc1cc(F)ccc1F)[C@@H](CO)c1[nH]c3cc(OC)ccc3c12
  TcdB inh = 0.0
C[C@@H]1CN([C@@H](C)CO)C(=O)c2cccc(NC(=O)C3CCCCC3)c2O[C@@H]1CN(C)Cc1ccc(Oc2ccccc2)cc1
  TcdB inh = -3.3
CCCC(=O)Nc1ccc2c(c1)C(=O)N(C)C[C@@H](OC)[C@H](C)CN(Cc1cncnc1)[C@@H](C)CO2
  TcdB inh = 0.9
COCC#Cc1cnc2c(c1)C(=O)N([C@@H](C)CO)C[C@@H](C)[C@@H](CN(C)C)O2
  TcdB inh = -0.7

A second format for six compounds above.
Compound	TcdB inh
COc1ccc(C#Cc2ccc3c(c2)O[C@@H](CN(C)C(=O)Nc2cccc(OC)c2)[C@H](C)CN([C@H](C)CO)S3(=O)=O)cc1	-1.8
COCC(=O)N1C[C@@H](C)[C@H](OC)CN(C)C(=O)c2ccc(NC(=O)NC(C)C)cc2OC[C@@H]1C	0.8
C[C@H](NC(=O)C[C@@H]1C[C@@H]2c3cc(NS(=O)(=O)c4ccc(F)cc4)ccc3O[C@@H]2[C@@H](CO)O1)c1ccccc1	-5.2
COc1ccc(-c2cnc3c(c2)C(=O)N([C@@H](C)CO)C[C@H](C)[C@H](CN(C)C)O3)cc1	-7.5
Cc1noc(C)c1S(=O)(=O)Nc1ccc2c(c1)CC(=O)N([C@@H](C)CO)C[C@H](C)[C@@H](CN(C)C(=O)Nc1ccc(C(F)(F)F)cc1)O2	0.7
COCC#Cc1ccc([C@@H]2[C@H]3CN(Cc4ccccc4F)CCCCN3[C@H]2CO)cc1	2.0

The results go on.
C[C@@H]1CN([C@@H](C)CO)C(=O)c2cccc(NC(=O)C3CCOCC3)c2O[C@H]1CN(C)S(=O)(=O)c1cccs1
  TcdB inh = -0.2
CO[C@@H]1CN(C)C(=O)c2cc(NC(C)=O)ccc2OC[C@@H](C)N(CCc2ccccc2)C[C@@H]1C
  TcdB inh = 0.6
C[C@H](NC(=O)C[C@H]1CC[C@H]2[C@@H](COC[C@H](O)CN2C(=O)Nc2cccc(F)c2)O1)c1ccccc1
  TcdB inh = -0.1
CCCNC(=O)C[C@H]1CC[C@H]2[C@@H](COc3ccc(NC(=O)c4cc(C)on4)cc3C(=O)N2C)O1
  TcdB inh = -0.8
CN(C)C(=O)C[C@H]1C[C@@H]2c3cc(NC(=O)CC4CC4)ccc3O[C@@H]2[C@@H](CO)O1
  TcdB inh = -0.4
C[C@H](NC(=O)C[C@H]1CC[C@H]2[C@@H](COC[C@@H](O)CN2Cc2ccc(C(F)(F)F)cc2)O1)c1ccccc1
  TcdB inh = 0.8
C[C@H]1CN([C@@H](C)CO)C(=O)c2cc(-c3ccc(F)cc3)cnc2O[C@@H]1CN(C)Cc1cccnc1
  TcdB inh = 0.2
CCCC(=O)Nc1ccc2c(c1)C(=O)N(C)C[C@@H](OC)[C@@H](C)CN(CC1CCCC1)[C@@H](C)CO2
  TcdB inh = 0.2
C[C@@H]1CN([C@@H](C)CO)S(=O)(=O)c2ccc(-c3cccc(C(=O)N(C)C)c3)cc2O[C@H]1CN(C)C
  TcdB inh = 0.4
COc1ccc2c3c(n(C)c2c1)[C@@H](CO)N(C(=O)Nc1ccc(F)cc1)CC31CCN(Cc2ccccc2F)CC1
  TcdB inh = -0.9
CC(C)CC#Cc1cnc2c(c1)C(=O)N([C@H](C)CO)C[C@H](C)[C@H](CN(C)C(=O)Nc1cc(F)ccc1F)O2
  TcdB inh = 0.5
Cn1cnc(S(=O)(=O)N[C@H]2C=C[C@@H](CC(=O)N3CCN(c4ccccc4)CC3)O[C@H]2CO)c1
  TcdB inh = -2.1
C[C@@H]1CN([C@H](C)CO)C(=O)c2cc(Br)cnc2O[C@@H]1CN(C)Cc1ccc2c(c1)OCO2
  TcdB inh = 0.5
COc1ccc2c3c([nH]c2c1)[C@H](CO)N(Cc1cc(F)ccc1F)CC31CCN(C(=O)C2CCC2)CC1
  TcdB inh = 0.1
CC(C)NC(=O)Nc1ccc2c(c1)C(=O)N([C@@H](C)CO)C[C@H](C)[C@H](CN(C)Cc1ccccc1)O2
  TcdB inh = 0.0

O=C1CN(Cc2ccccc2)C[C@@H]2[C@H](c3ccc(-c4ccccc4F)cc3)[C@H](CO)N12
  TcdB inh = -0.1
COc1ccc(NC(=O)N(C)C[C@@H]2OCCCC[C@H](C)Oc3ccc(NS(=O)(=O)c4ccccc4)cc3C(=O)N([C@H](C)CO)C[C@H]2C)cc1
  TcdB inh = 0.2
C[C@@H]1CN([C@H](C)CO)C(=O)c2cc(NC(=O)C3CC3)ccc2O[C@@H]1CN(C)S(=O)(=O)c1ccc(F)cc1
  TcdB inh = -1.6
COc1ccc(S(=O)(=O)Nc2ccc3c(c2)C(=O)N([C@@H](C)CO)C[C@@H](C)[C@H](CN(C)CC2CC2)OCCCC[C@H](C)O3)cc1
  TcdB inh = -0.4
Cc1noc(C)c1NC(=O)N(C)C[C@@H]1Oc2ccc(NC(=O)CCC(F)(F)F)cc2C(=O)N([C@@H](C)CO)C[C@@H]1C
  TcdB inh = 0.8

Bioassay records (PubChem BioAssay)

A portion of the library; the hit share may differ from the screen's.
